Screening data from PubChem.
TbREL1 inh = TbREL1 inhibition, primary screen; TbREL1 RNA ligation, FRET fluorescence; inhibition, % at 9.66 µM; 0.49% of 89,000 active; AID 1117264;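 active = inhibition above the mean inhibition across all screened compounds plus 3 SD, cut at about 11% in these data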;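 note: 0% = plate median of test wells and 100% = NSC42067 control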
Target sequence (P86926 whole entry, looked up): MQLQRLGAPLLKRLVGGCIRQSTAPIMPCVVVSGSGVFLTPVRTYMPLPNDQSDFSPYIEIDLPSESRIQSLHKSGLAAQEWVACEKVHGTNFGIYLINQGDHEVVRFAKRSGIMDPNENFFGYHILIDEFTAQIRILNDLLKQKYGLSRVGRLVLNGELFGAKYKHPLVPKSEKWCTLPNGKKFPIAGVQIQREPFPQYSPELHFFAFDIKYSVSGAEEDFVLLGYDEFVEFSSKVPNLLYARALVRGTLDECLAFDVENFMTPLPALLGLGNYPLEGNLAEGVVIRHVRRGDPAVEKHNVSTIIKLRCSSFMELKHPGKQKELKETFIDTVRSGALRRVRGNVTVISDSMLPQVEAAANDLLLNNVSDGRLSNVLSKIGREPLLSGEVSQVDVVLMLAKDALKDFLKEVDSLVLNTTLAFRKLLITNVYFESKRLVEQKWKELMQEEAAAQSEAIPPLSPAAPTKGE
Starred values were filed as active, the others as inactive. Only part of the results is shown (hit frequency here may not be typical).

Start of the data: the first 3 records, ahead of the listing:
SMILES	TbREL1 inh
O=C(/C=C/c1ccc([N+](=O)[O-])cc1)NC1CC2CCC1C2 (configuration not stated)	0
COc1ccc(C2SCC(=O)N2c2nnc(C34CC5CC(CC(C5)C3)C4)s2)cc1 (configuration not stated)	0
O=C(Nc1ccc(F)c(Cl)c1)N1CCCCCC1	5

The whole of this part, from the first entry:
SMILES	TbREL1 inh
O=C(/C=C/c1ccc([N+](=O)[O-])cc1)NC1CC2CCC1C2 (configuration not stated)	0
COc1ccc(C2SCC(=O)N2c2nnc(C34CC5CC(CC(C5)C3)C4)s2)cc1 (configuration not stated)	0
O=C(Nc1ccc(F)c(Cl)c1)N1CCCCCC1	5
O=C(CNC(=O)c1ccco1)NNC(=O)c1cccc(Cl)c1	5
Cc1ccc(N2C(=O)C(O)(C(F)(F)F)C3=C2CC(C)(C)CC3=O)cc1 (configuration not stated)	0
COc1ccccc1NC(=O)c1coc(=O)c(Br)c1	-4
CCOC(=O)c1cnc(SC)nc1Sc1cc(Cl)ccc1Cl	0
Cn1c(=O)n(C)c2cc([N+](=O)[O-])c(N3CCN(C(=O)c4cccc(Cl)c4)CC3)cc21	-3
Cc1ccc([C@H]2C[C@H](O)[C@@H](n3cc(-c4ccc(F)cc4)nn3)CN2C(=O)C2CCCCC2)cc1	1
O=S(=O)(/N=C(\Sc1ccc(Cl)cc1)c1ccccc1)c1ccccc1	6
CC(=O)Nc1ccc(NC(=O)c2ccc(COc3ccccc3)cc2)cc1	1
CC1CCc2ccccc2N1C(=O)c1cccs1 (configuration not stated)	0
CCCCCCCCCCCCN1[C@@H](CC(=O)OC)c2cc(F)ccc2S1(=O)=O	3
O=C(CSc1nc2ccccc2c(=O)[nH]1)NC1CCCCC1	-2
CSc1ccccc1C(=O)NCC1CCCO1 (configuration not stated)	3
Cc1nn(CCC#N)c(C)c1Oc1ccccc1O	3
Cc1ccc(C)c(OCC(=O)Nc2cc(C)on2)c1	-1
CCc1ccc(OCc2nnc(SCC(=O)NCC3CCCO3)n2C)cc1 (configuration not stated)	-2
O=C(c1ccccc1)N1CCN(C2c3cccc4cccc(c34)C2NS(=O)(=O)c2ccccc2)CC1 (configuration not stated)	5
Cc1cc(Br)cn2c(Cc3cccc(F)c3)c(-c3ccc(C#N)cc3)nc12	-1
O=C1c2cccc3c(O)ccc(c23)C(=O)N1Cc1ccccc1	-37
Cc1ccc(C(=O)NNC2=Nc3cc([N+](=O)[O-])ccc3OC2)cc1	0
COc1cc(NCCCn2cnc(C(=O)Nc3ccc(C)c(C)c3)n2)cc(OC)c1OC	-9
O=S(=O)(Cc1c(F)cccc1Cl)c1ncn[nH]1	1
CC1CCC2(CC1)NC(=O)N(NC(=O)c1cccc(N(C)C)c1)C2=O (configuration not stated)	-6
O=C(COC(=O)/C=C/c1ccccc1)NC1CC1	5
CN(C(=O)[C@@H]1CC=C[C@@H]2CCN(C3CCCCC3)C(=O)[C@@H]21)c1ccccc1	-2
CCOC(=O)C1CCN(C(=O)CN(Cc2ccc(Cl)cc2)S(C)(=O)=O)CC1	-3
Cc1cc(C)cc(C(=O)NC(CC(N)=O)c2ccc(NC3CCCCCC3)c([N+](=O)[O-])c2)c1 (configuration not stated)	-1
CCOC(=O)c1c(C)[nH]c(C)c1C(=O)COC(=O)/C=C/c1cccc(F)c1	-2
COc1cc(C(=O)Nc2ccc(S(=O)(=O)Nc3ncccn3)cc2)c([N+](=O)[O-])cc1OC	-2
OC1CCN(c2c3c(nc4cc(-c5ccc(F)cc5)nn24)CCC3)CC1	-2
COc1ccc(C(=O)NCC(=O)NCC(=O)OCC(=O)c2cccs2)cc1	0
CC(=O)Nc1ccc(N(C(=O)c2ccco2)C(C(=O)NC2CCCC2)c2cccs2)cc1 (configuration not stated)	-3
COCCCNC(=O)CN1C(=O)CSc2ncccc21	2
CCc1cccc(NC(=O)CNC(=O)N2CC(=O)Nc3ccccc32)c1	0
Nc1ccc(Br)c[n+]1Cc1cccc2cccnc12	12*
CC(C)c1ccc(S(=O)(=O)Nc2ccc(O)c(Sc3ncn[nH]3)c2)cc1	-4
CC(C)[C@@H]1NC(=O)c2cc([N+](=O)[O-])cc(I)c2OCC[C@@H](C(N)=O)NC(=O)[C@H](CCC(=O)O)NC1=O	0
CSCCC(NC(=O)c1ccco1)C(=O)N1CCCC(C(F)(F)F)C1 (configuration not stated)	-5
Cc1c(NC(=O)C2CCCN(S(=O)(=O)c3ccc(Cl)s3)C2)c(=O)n(-c2ccccc2)n1C (configuration not stated)	-1
COc1cc(S(=O)(=O)N2CCCCC2)ccc1NC(=O)c1ccc(F)cc1	0
Cc1ccc(-c2nnc3n2N=C(c2ccc(Br)cc2)CS3)cc1	6
O=C(NCCSCc1ccco1)c1ccc(=O)[nH]c1	1
CC(=O)NC1CCN(C(=O)N2CCCC2)CC1	1

Some of these compounds in order of heavy-atom count, highest first.
SMILES	TbREL1 inh
O=C(c1ccccc1)N1CCN(C2c3cccc4cccc(c34)C2NS(=O)(=O)c2ccccc2)CC1 (configuration not stated)	5
Cc1ccc([C@H]2C[C@H](O)[C@@H](n3cc(-c4ccc(F)cc4)nn3)CN2C(=O)C2CCCCC2)cc1	1
Cc1cc(C)cc(C(=O)NC(CC(N)=O)c2ccc(NC3CCCCCC3)c([N+](=O)[O-])c2)c1 (configuration not stated)	-1
CC(=O)Nc1ccc(N(C(=O)c2ccco2)C(C(=O)NC2CCCC2)c2cccs2)cc1 (configuration not stated)	-3
Cn1c(=O)n(C)c2cc([N+](=O)[O-])c(N3CCN(C(=O)c4cccc(Cl)c4)CC3)cc21	-3
COc1ccc(C2SCC(=O)N2c2nnc(C34CC5CC(CC(C5)C3)C4)s2)cc1 (configuration not stated)	0
CCc1ccc(OCc2nnc(SCC(=O)NCC3CCCO3)n2C)cc1 (configuration not stated)	-2
CC(C)c1ccc(S(=O)(=O)Nc2ccc(O)c(Sc3ncn[nH]3)c2)cc1	-4
Cc1ccc(N2C(=O)C(O)(C(F)(F)F)C3=C2CC(C)(C)CC3=O)cc1 (configuration not stated)	0
Cc1ccc(C(=O)NNC2=Nc3cc([N+](=O)[O-])ccc3OC2)cc1	0
O=C1c2cccc3c(O)ccc(c23)C(=O)N1Cc1ccccc1	-37
O=C(CSc1nc2ccccc2c(=O)[nH]1)NC1CCCCC1	-2
O=C(/C=C/c1ccc([N+](=O)[O-])cc1)NC1CC2CCC1C2 (configuration not stated)	0
COCCCNC(=O)CN1C(=O)CSc2ncccc21	2
Cc1ccc(C)c(OCC(=O)Nc2cc(C)on2)c1	-1
O=C(COC(=O)/C=C/c1ccccc1)NC1CC1	5
O=S(=O)(Cc1c(F)cccc1Cl)c1ncn[nH]1	1

Additional structures
SMILES	TbREL1 inh
O=C(CCSc1ccc(Cl)cc1)N1CCOCC1	3
Cc1cc(=O)oc2cc(OC(C)C(=O)Nc3ccc(N4CCOCC4)cc3)ccc12 (configuration not stated)	-1
N/C(=N\OC(=O)c1ccoc1)c1ccc(Br)cc1	-1
CN1CCN(C(=S)c2cn(Cc3cccc(F)c3)c3ccccc23)CC1	-8
CC1=C(C(=O)Nc2ccccc2F)C(c2cccs2)NC(=S)N1 (configuration not stated)	-5
CN1CCN(c2ncccc2S(=O)(=O)N2CCCCC2)CC1	-1
COc1ccc(OC)c(NC(=O)c2cnn(-c3ccccc3Cl)c2NC(=O)c2ccco2)c1	-2
CCCOc1ccc(NC(=O)C2CC(=O)N/C(=N/N=C(\C)CCc3ccc4c(c3)OCO4)S2)cc1 (configuration not stated)	-1
Cc1sc(NC(=O)c2ccc(Br)s2)c(C(N)=O)c1C	4
O=C(CCn1nnc(-c2cccs2)n1)N1CCCCC1	0
COC(=O)C1=C[C@@H](C(=O)OC)[C@@H]2C3=C(C(=O)[C@@]2(C)NC(=O)c2ccccc2)[C@H](C)n2c(=O)n(C)c(=O)n2[C@@H]3C1	-4
O=C(CC[C@H]1O[C@@H](n2ccc(=O)[nH]c2=O)[C@H](O)[C@@H]1O)N[C@H](Cc1ccccc1)C(=O)NCc1ccccc1	3
CCCNC(=O)C1(C)CCCN(C(=O)c2c(F)ccc(C)c2F)C1 (configuration not stated)	0
CC(=O)Nc1ccc(NS(=O)(=O)C(F)(F)F)cc1	3
Cc1ccc(C(=O)Nc2ccc3c(c2)OCO3)cc1S(=O)(=O)N1CCOCC1	2
COc1ccc(CNC2C[C@H]3CCCC(=O)N4CC[C@@H](C2)[C@@H]34)cc1 (some centres not stated)	-3
CCOc1ccccc1NC(=O)CCCN1C(=S)NC(C)(C)CC1C (configuration not stated)	-6
CNC(=O)CSc1nnc(-c2ccc3c(c2)OCO3)n1C	1
O=C(c1cccc(Cl)c1)N1CCn2c1nc1ccccc12	1
CCOC(=O)C[C@H]1c2cc(F)ccc2S(=O)(=O)N1C(C)C	0
Cc1nc(N2CCN(Cc3ccc4c(c3)OCO4)CC2)nc2c1C(=O)CC(c1ccco1)C2 (configuration not stated)	0
CCOC(=O)C(Cc1ccc(O)cc1)NC(=O)CNC(=O)C1CCCN1C(=O)OC(C)(C)C (configuration not stated)	1
COc1cc(C)c(C(C)C)cc1S(=O)(=O)N1CCOCC1	3
COCCCNC(=O)CCCn1c(=O)c2ccccc2n(CC(=O)Nc2c(C)cccc2C)c1=O	-3
COc1ccc(S(=O)(=O)Cc2ccc(C(=O)N3CCOCC3)o2)cc1	0
O=C(COC(=O)Cc1ccc(S(=O)(=O)N2CCOCC2)s1)Nc1ccccc1	-3
CCC[C@H]1[C@@H](OC(=O)NCCc2c[nH]c3ccccc23)CC[C@@]23CCCN2C(=O)CCC[C@@H]13	-9
Cn1cccc1CNC(=O)Nc1ccccc1	-3
N#Cc1nccc2ccc(OCc3ccc(Br)cc3)cc12	0
CCOC(=O)[C@H]1[C@H]2COc3ccc(C)cc3[C@@H]2N2C(=O)CN(Cc3ccc(C)cc3)C(=O)[C@@]12C	2
Cc1cc(NC(=O)C2CC=CCC2C(=O)O)no1 (configuration not stated)	0
COc1ccc(Cc2nnc(NC(=O)c3cccc(C)c3)s2)cc1	-3
Cc1[nH]c2ccccc2c1C(=O)CSC(=S)N(C)C1CCCCC1	0
OCCOCCNc1ncnc2c1cnn2-c1ccc(Cl)cc1	1
COc1ccc(-n2c(SCC(=O)Nc3ccccc3-c3ccccc3)nnc2-c2ccccn2)cc1	-3
CCOC(=O)C1=C(Nc2ccccc2)OCC1=O	-2
COc1ccccc1CNC(=O)CCCNC(=O)Cn1cnc2sc(C)c(C)c2c1=O	-4
Cc1cccc(CCNC(=O)Cn2ncc3c2-c2cc(C)ccc2OC3)c1	1
CCCCCCNC(=O)c1c(N)[nH]c(C(=O)c2ccccc2)c1-c1ccc(O)cc1	4
COC(=O)C[C@H](NC(=O)Cn1cc(C)c(=O)[nH]c1=O)C(=O)OC	0
CCCN1CNC(=S)N(c2cc(C)ccc2C)C1	-4
CCOC(=O)c1sc(=S)n(-c2cccc(C(F)(F)F)c2)c1SC	-2
CCOc1ccc2nc(N/C(N)=N/C(=S)Nc3ccc(C)c(C)c3)nc(C)c2c1	-5
COc1ccc(CC2C(=O)NC(C)C(=O)N(C)C3Cc4ccc(cc4)Oc4cc(ccc4O)CC(C(=O)NC(C)C(=O)NC(C)C(=O)N2C)N(C)C3=O)cc1 (configuration not stated)	-5
Cc1ccc(CNC(=O)COC(=O)COc2ccc(C#N)cc2)cc1	-1
CC1CCCCC1NC(=S)NC(=O)c1ccccc1Br (configuration not stated)	-6
CC(C)OP(=O)(c1ccccc1)c1ccccc1	6
Cn1c(SCC(=O)Nc2cccnc2)nnc1-c1ccccc1F	0
O=C(NC1CC1)c1cccc(NC(=O)C2CCCCC2)c1	2
CCOc1c2ccc(C(=O)NCc3ccc4c(c3)OCO4)cc2nn1C	-1
COc1ccc(Br)cc1S(=O)(=O)n1ccnc1C	0
COc1cc(NC(=O)[C@H]2O[C@@H](n3ccc(N)nc3=O)[C@H](O)[C@@H]2O)cc(OC)c1OC	4
Cc1n[nH]c(C)c1S(=O)(=O)N1CCCC(C(=O)NC2CCCc3ccccc32)C1 (configuration not stated)	0
COCCCNC(=O)Cn1cnc2c(NCc3ccccc3)ncnc21	10
CN(C(=O)Cn1nnc2ccccc2c1=O)C1CCCCC1	-3
O=C(Nc1cccc(C(F)(F)F)c1)Nc1ccc2nc([C@@H]3O[C@H](CO)[C@@H](O)[C@H](O)[C@H]3O)[nH]c2c1	6
CN1OC[C@@H]2CN(C(=O)CCc3ccccc3)[C@H](c3cccc(Oc4ccccc4)c3)C[C@@H]21	-2
CCCCC(=O)N[C@@H]1CC[C@@]23CCCN2C(=O)CCC[C@H]3[C@H]1C	1
Cc1cccc(C)c1NC(=S)N1CCCN(Cc2ccc(F)cc2)C1	-3
CCc1ccccc1OCC(=O)Nc1cccc(S(=O)(=O)NC2=NCCC2)c1	-2

Further entries follow.
SMILES	TbREL1 inh
O=C(Nc1cccc(S(=O)(=O)N2CCCCC2)c1)C1CCC1	0
O=C(Nc1ccc(F)cc1)C(c1ccccc1)N1CCN(c2cccc(C(F)(F)F)n2)CC1 (configuration not stated)	6
CC(C)OC(=O)CCCN1C(=O)c2ccc(N)cc2C1=O	1
CC(C)n1nnnc1-c1cc(Cl)cc(Cl)c1	8
NC1=NC(=O)/C(=C/c2c(OS(=O)(=O)c3ccc(Cl)cc3)ccc3ccccc23)S1	-1
CCN(CC(=O)NC1CCS(=O)(=O)C1)C(=O)c1ccc(OC)c([N+](=O)[O-])c1 (configuration not stated)	1
Cc1ccc(CN2CCCCC(NC(=O)Nc3cccc([N+](=O)[O-])c3)C2=O)cc1 (configuration not stated)	6
Cc1csc(NC(=O)CN(C)S(=O)(=O)c2cccc3cccnc23)n1	-1
O=C(C1CCCN1S(=O)(=O)c1ccc([N+](=O)[O-])cc1)N1CCN(c2ccccc2)CC1 (configuration not stated)	1
CCN(CC)CCCNC(=O)C1c2ccccc2C(=O)N(C)C1c1ccc(OC)cc1 (configuration not stated)	-1
Cc1cc(C)nc(NS(=O)(=O)c2ccc(NC(=O)c3cccs3)cc2)n1	-1
Cc1cccc(CSc2ncnc3nc[nH]c23)c1	3
O=C(Nc1ccccc1Oc1cccnc1)C1CCCN(C/C=C/c2ccccc2)C1 (configuration not stated)	-4
CCCOc1ccc(N2C(=O)CC(NCCCN3CCC(C(N)=O)CC3)C2=O)cc1 (configuration not stated)	1
O=C(NCc1ccco1)c1ccccc1NS(=O)(=O)c1ccc2c(c1)OCCO2	-1
O=C(N/N=C/c1cccc([N+](=O)[O-])c1)C1COc2ccccc2O1 (configuration not stated)	3
COc1ccc(NC(=O)CCC2CCCC2)cc1OC	0
CCCCCOc1ccc(C(=O)CCC(=O)NC(C)c2ccc(S(N)(=O)=O)cc2)cc1 (configuration not stated)	1
